Source: PubChem BioAssay
MRP reversal – compounds reversing MRP-mediated drug resistance | H69AR cells + 2 uM doxorubicin, CellTiter-Glo, 72 h | differential viability (reversal), % at 10 µM | 85,000 compounds, 0.04% hits;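 active means viability drop by adding the cancer drug above about 55%, with treated viability meeting a 40% cutoff, limit read from the data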;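 further: viability without doxorubicin minus viability with 2 µM doxorubicin for each compound; larger differential means the compound sensitizes cells more to doxorubicin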
PLAP inhibition – PLAP enzyme inhibitors, biochemical, luminescence, HTS (AID 690); purified PLAP, luminescent substrate; higher % means a stronger effect; one-dose inhibition, % at 20 µM; IC50 in µM for titrated hits; 96,000 compounds, 0.08% hits; in the data active means a potency from the dose series; inactive means the rest, 99 in 100 with inhibition below about 30%; further: strong numbers were not always called active
IL1B NFkB pot – enhances IL-1B driven NFkB nuclear translocation; HUVEC IL-1B NFkB p65 nuclear translocation imaging; activation, % at 2 µM; 94,000 compounds, 0.3% hits; AID 819;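 active means activation above 40%, about the mean plus 3 SD, also judged a hit on visual image review; inconclusive means activation above 40% but not a hit on visual review; inactive means activation not above 40% and no visual hit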;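 further: percent activation is computed from the nuclear over cytoplasmic p65 intensity ratio; values of inactives mirror those of a sister screen read the other way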
Bcl-B TR3 displacers – displacers of TR3 peptide from Bcl-B, primary screen, selectivity assay for Bfl-1 inhibitor project, biochemical, fluorescence polarization; one-dose displacement, % at 20 µM; IC50 in µM for titrated hits; 96,000 compounds, 0.11% hits; FP displacement of FITC-TR3 peptide from Bcl-B; higher % means a stronger effect;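 active means displacement above 50% at 20 µM plus a fluorescence interference ratio under 1.5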;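 further: plate controls were wells without compound for no effect and wells lacking Bcl-B protein for full effect; a part of the inactive calls stands beside numbers as strong as those of hits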
NFkB transloc inh – blocks IL-1B driven NFkB nuclear translocation in HUVEC cells. 94,000 compounds, 0.43% hits. inhibition, % at 2 µM. HUVEC IL-1B NFkB p65 nuclear translocation imaging. AID 796;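 active means inhibition above about 30% together with a positive call from visual inspection of the well image, limit read from the data; inconclusive means inhibition above a set limit but visual check negative; inactive means inhibition not above a set limit, visual check negative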;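 further: nuclear over cytoplasmic p65 intensity ratio measured by imaging; 0% = IL-1B stimulated DMSO wells and 100% = unstimulated DMSO wells; values of inactives mirror those of a sister screen read the other way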
MRP reversal cytotoxicity – further read-out of MRP reversal, marked with its call; viability, %; H69AR cells, CellTiter-Glo, 72 h; measured here: cytotoxicity without doxorubicin
MRP reversal with doxorubicin – further read-out of MRP reversal, marked with its call; viability, %; measured here: viability with 2 uM doxorubicin; active compounds read low
NFkB transloc inh cell count 2 µM – also measured in NFkB transloc inh; calls as there; cell count; measured here: cells passing quality filter;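 raw number of nuclei counted in each imaged well without normalization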
IL1B NFkB pot cell count 2 µM – further read-out of IL1B NFkB pot, marked with its call; cell count; measured here: cells passing quality filter
An asterisk follows results filed as active. Not all compounds are listed (hit frequency here may not be typical).

CCOc1ccc(N(CC(=O)NC2CCCCCC2)S(=O)(=O)c2c(C)[nH]c(=O)[nH]c2=O)cc1 was read as MRP reversal -5, PLAP inhibition -30%, IL1B NFkB pot 12, Bcl-B TR3 displacers 3%, NFkB transloc inh -12, MRP reversal cytotoxicity 96, MRP reversal with doxorubicin 101, NFkB transloc inh cell count 2 µM 59 and IL1B NFkB pot cell count 2 µM 59.
`CC(=O)Oc1ccc2c(C)c(CC(C)O)c(=O)oc2c1` (stereo not drawn) gave MRP reversal -7, PLAP inhibition -13%, IL1B NFkB pot 1, Bcl-B TR3 displacers -10%, NFkB transloc inh -1, MRP reversal cytotoxicity 88, MRP reversal with doxorubicin 94, NFkB transloc inh cell count 2 µM 72 and IL1B NFkB pot cell count 2 µM 72.
For O=C(CN1C(=O)C2CC=CCC2C1=O)Nc1ccc(S(=O)(=O)NC2=NCCCCC2)cc1 (stereo not drawn) the results were MRP reversal 0, PLAP inhibition -11%, IL1B NFkB pot 18, Bcl-B TR3 displacers -2%, NFkB transloc inh -18, MRP reversal cytotoxicity 94, MRP reversal with doxorubicin 94, NFkB transloc inh cell count 2 µM 183 and IL1B NFkB pot cell count 2 µM 183.
`COc1ccc(C2C(C(=O)Nc3ccccc3OC)=C(C)Nc3ncnn32)cc1` (stereo not drawn) gave MRP reversal -7, PLAP inhibition -8%, IL1B NFkB pot -13, Bcl-B TR3 displacers 3%, NFkB transloc inh 13, MRP reversal cytotoxicity 78, MRP reversal with doxorubicin 85, NFkB transloc inh cell count 2 µM 159 and IL1B NFkB pot cell count 2 µM 159.
`CCCCN1Cc2cc(C(=O)c3cc(OC)ccc3O)cnc2NC1=O` gave MRP reversal 12, PLAP inhibition 13%, IL1B NFkB pot 17, Bcl-B TR3 displacers 3%, NFkB transloc inh -17, MRP reversal cytotoxicity 87, MRP reversal with doxorubicin 75, NFkB transloc inh cell count 2 µM 154 and IL1B NFkB pot cell count 2 µM 154.
`C=CCn1c(Cc2c(C)[nH]c3ccccc23)nnc1SCC(=O)NCc1ccc(F)cc1` gave MRP reversal 16, IL1B NFkB pot 4, NFkB transloc inh -4, MRP reversal cytotoxicity 89, MRP reversal with doxorubicin 73, NFkB transloc inh cell count 2 µM 121 and IL1B NFkB pot cell count 2 µM 121.
CCOc1cc(CNCCc2ccc(S(N)(=O)=O)cc2)cc(Cl)c1OCc1ccccc1 was read as PLAP inhibition -51%, IL1B NFkB pot 10, Bcl-B TR3 displacers -3%, NFkB transloc inh -10, NFkB transloc inh cell count 2 µM 173 and IL1B NFkB pot cell count 2 µM 173.
Screening CCOC(=O)c1cc2occc2n1CC(=O)NCCOC returned MRP reversal -13, IL1B NFkB pot 12, NFkB transloc inh -12, MRP reversal cytotoxicity 69, MRP reversal with doxorubicin 81, NFkB transloc inh cell count 2 µM 127 and IL1B NFkB pot cell count 2 µM 127.
COc1ccc(OC)c(CN2CCN(c3ccccc3OC)CC2)c1 was read as MRP reversal 2, PLAP inhibition -41%, Bcl-B TR3 displacers -10%, MRP reversal cytotoxicity 85 and MRP reversal with doxorubicin 83.
CN1CCN(c2ccccc2NC(=O)COc2ccc(Br)cc2)CC1 was read as MRP reversal 7, PLAP inhibition -37%, IL1B NFkB pot 3, Bcl-B TR3 displacers -2%, NFkB transloc inh -3, MRP reversal cytotoxicity 87, MRP reversal with doxorubicin 80, NFkB transloc inh cell count 2 µM 45 and IL1B NFkB pot cell count 2 µM 45.
Screening O=C1CC(c2ccccc2)=Nc2ccccc2N1 returned MRP reversal -12, PLAP inhibition -2%, IL1B NFkB pot 5, Bcl-B TR3 displacers -6%, NFkB transloc inh -5, MRP reversal cytotoxicity 92, MRP reversal with doxorubicin 104, NFkB transloc inh cell count 2 µM 90 and IL1B NFkB pot cell count 2 µM 90.
Screening C/C(=C\C(=O)Nc1cc(C)on1)c1ccccc1 returned MRP reversal 2, PLAP inhibition 8%, IL1B NFkB pot -25, Bcl-B TR3 displacers -8%, NFkB transloc inh 25, MRP reversal cytotoxicity 97, MRP reversal with doxorubicin 96, NFkB transloc inh cell count 2 µM 82 and IL1B NFkB pot cell count 2 µM 82.
`Fc1ccccc1CSc1nc2ncccc2[nH]1` gave PLAP inhibition -6%, IL1B NFkB pot 25, Bcl-B TR3 displacers -2%, NFkB transloc inh -25, NFkB transloc inh cell count 2 µM 195 and IL1B NFkB pot cell count 2 µM 195.
`CCOc1ccccc1-n1nnnc1SCC(=O)NC(=O)Nc1ccc2c(c1)OCCO2` gave MRP reversal 6, PLAP inhibition 15%, IL1B NFkB pot 7, Bcl-B TR3 displacers 2%, NFkB transloc inh -7, MRP reversal cytotoxicity 87, MRP reversal with doxorubicin 81, NFkB transloc inh cell count 2 µM 166 and IL1B NFkB pot cell count 2 µM 166.
Cc1ccc(CCN2CC(C(=O)O)CC2=O)cc1 (stereo not drawn) was read as MRP reversal 3, PLAP inhibition 15%, Bcl-B TR3 displacers -9%, MRP reversal cytotoxicity 92 and MRP reversal with doxorubicin 88.
Screening Clc1ccc(Cn2ncc3c(N4CCOCC4)ncnc32)cc1 returned MRP reversal 28, PLAP inhibition 0%, IL1B NFkB pot 14, Bcl-B TR3 displacers 0%, NFkB transloc inh -14, MRP reversal cytotoxicity 100, MRP reversal with doxorubicin 73, NFkB transloc inh cell count 2 µM 109 and IL1B NFkB pot cell count 2 µM 109.
`NC(=O)Cn1cnc(-c2ccccc2)c1` gave MRP reversal 9, PLAP inhibition 7%, Bcl-B TR3 displacers -1%, MRP reversal cytotoxicity 95 and MRP reversal with doxorubicin 86.
CCOC(=O)CNC(=O)CSc1nc2cccnc2n1C1CCCCC1 was read as MRP reversal 4, PLAP inhibition -3%, IL1B NFkB pot 11, Bcl-B TR3 displacers -1%, NFkB transloc inh -11, MRP reversal cytotoxicity 92, MRP reversal with doxorubicin 89, NFkB transloc inh cell count 2 µM 179 and IL1B NFkB pot cell count 2 µM 179.
COc1cc(C(=O)N2CCC(NC(=O)C(Cc3ccccc3C)NC(C)=O)CC2)cc(OC)c1OC (stereo not drawn) was read as MRP reversal 1, PLAP inhibition -47%, IL1B NFkB pot 4, Bcl-B TR3 displacers 10%, NFkB transloc inh -4, MRP reversal cytotoxicity 88, MRP reversal with doxorubicin 88, NFkB transloc inh cell count 2 µM 145 and IL1B NFkB pot cell count 2 µM 145.
`CC(Sc1nnnn1-c1ccccc1)C(=O)Nc1ccc(Cl)cn1` (stereo not drawn) gave MRP reversal -1, PLAP inhibition 40%, IL1B NFkB pot 1, Bcl-B TR3 displacers 1%, NFkB transloc inh -2, MRP reversal cytotoxicity 90, MRP reversal with doxorubicin 90, NFkB transloc inh cell count 2 µM 175 and IL1B NFkB pot cell count 2 µM 175.
For Cc1cccc(N2CCN(C(=O)CCCOc3ccccc3)CC2)c1C the results were MRP reversal 10, PLAP inhibition -39%, IL1B NFkB pot -5, Bcl-B TR3 displacers -13%, NFkB transloc inh 5, MRP reversal cytotoxicity 89, MRP reversal with doxorubicin 79, NFkB transloc inh cell count 2 µM 185 and IL1B NFkB pot cell count 2 µM 185.
COc1ccc(/C=C/c2nc3sc4c(c3c(=O)o2)CCC4)cc1 was read as MRP reversal 4, IL1B NFkB pot -3, NFkB transloc inh 3, MRP reversal cytotoxicity 99, MRP reversal with doxorubicin 95, NFkB transloc inh cell count 2 µM 68 and IL1B NFkB pot cell count 2 µM 68.
O=[N+]([O-])c1ccc(N2CCCCC2)cc1N1CCOCC1 was read as PLAP inhibition 31%, IL1B NFkB pot 12, Bcl-B TR3 displacers 1%, NFkB transloc inh -12, NFkB transloc inh cell count 2 µM 123 and IL1B NFkB pot cell count 2 µM 123.
Cc1ccc(C)c2[nH]c(=O)c(CN(Cc3ccco3)C(=O)Nc3ccccc3)cc12 was read as MRP reversal -18, PLAP inhibition -33%, IL1B NFkB pot 1, Bcl-B TR3 displacers -2%, NFkB transloc inh -1, MRP reversal cytotoxicity 61, MRP reversal with doxorubicin 79, NFkB transloc inh cell count 2 µM 175 and IL1B NFkB pot cell count 2 µM 175.
For O=C(NCCC1=CCCCC1)C1COc2ccccc2O1 (stereo not drawn) the results were MRP reversal 8, PLAP inhibition -32%, Bcl-B TR3 displacers -5%, MRP reversal cytotoxicity 88 and MRP reversal with doxorubicin 80.
For CCOC(=O)N1CCN(C(=O)CN(c2cc(C(F)(F)F)ccc2Cl)S(C)(=O)=O)CC1 the results were MRP reversal -29, PLAP inhibition -45%, IL1B NFkB pot 5, Bcl-B TR3 displacers -3%, NFkB transloc inh -5, MRP reversal cytotoxicity 56, MRP reversal with doxorubicin 85, NFkB transloc inh cell count 2 µM 124 and IL1B NFkB pot cell count 2 µM 124.
`c1ccc(-c2csc3ncnc(NCCN4CCOCC4)c23)cc1` gave MRP reversal 31, PLAP inhibition -35%, IL1B NFkB pot 9, Bcl-B TR3 displacers -3%, NFkB transloc inh -9, MRP reversal cytotoxicity 54, MRP reversal with doxorubicin 23, NFkB transloc inh cell count 2 µM 124 and IL1B NFkB pot cell count 2 µM 124.
`Cc1cc(C)n(-c2nc3ccccc3c(=O)n2OCC(=O)OCc2ccccc2)n1` gave MRP reversal -10, PLAP inhibition -4%, IL1B NFkB pot 11, Bcl-B TR3 displacers -4%, NFkB transloc inh -11, MRP reversal cytotoxicity 10, MRP reversal with doxorubicin 20, NFkB transloc inh cell count 2 µM 195 and IL1B NFkB pot cell count 2 µM 195.
Screening Cc1nn(C)cc1C(N)=O returned MRP reversal 0, PLAP inhibition 6%, IL1B NFkB pot inconclusive, Bcl-B TR3 displacers -8%, NFkB transloc inh -102, MRP reversal cytotoxicity 104, MRP reversal with doxorubicin 105 and NFkB transloc inh cell count 2 µM 140.
For Cc1cccc(Sc2nc(-c3ccccc3)ccc2C#N)c1 the results were PLAP inhibition 2%, IL1B NFkB pot 10, Bcl-B TR3 displacers -13%, NFkB transloc inh -10, NFkB transloc inh cell count 2 µM 163 and IL1B NFkB pot cell count 2 µM 163.
For CC1CCN(CCCNC(=O)c2cn(C)c3ccc(S(=O)(=O)N4CCCC4)cc3c2=O)CC1 the results were MRP reversal 8, PLAP inhibition -68%, Bcl-B TR3 displacers -7%, MRP reversal cytotoxicity 100 and MRP reversal with doxorubicin 91.
`COc1ccc(-c2nnc(SC(C)C(=O)Nc3c(C)n(C)n(-c4ccccc4)c3=O)o2)cc1` (stereo not drawn) gave MRP reversal -16, PLAP inhibition -13%, IL1B NFkB pot 1, Bcl-B TR3 displacers -5%, NFkB transloc inh -1, MRP reversal cytotoxicity 82, MRP reversal with doxorubicin 98, NFkB transloc inh cell count 2 µM 160 and IL1B NFkB pot cell count 2 µM 160.
`CCOc1cccc(C(=O)Nc2ccc(N(CC)CC)cc2)c1` gave MRP reversal -27, PLAP inhibition 32%, Bcl-B TR3 displacers 0%, MRP reversal cytotoxicity 20 and MRP reversal with doxorubicin 47.
COc1ccc(O)c(-c2cc(-c3cccc(Br)c3)n[nH]2)c1 was read as MRP reversal -19, PLAP inhibition -71%, IL1B NFkB pot -1, Bcl-B TR3 displacers 8%, NFkB transloc inh 1, MRP reversal cytotoxicity 36, MRP reversal with doxorubicin 55, NFkB transloc inh cell count 2 µM 157 and IL1B NFkB pot cell count 2 µM 157.
Screening CCOc1cccc(C(=O)Nc2ccccc2OC(F)F)c1 returned MRP reversal 15, PLAP inhibition 3%, IL1B NFkB pot -2, Bcl-B TR3 displacers 4%, NFkB transloc inh 2, MRP reversal cytotoxicity 95, MRP reversal with doxorubicin 79, NFkB transloc inh cell count 2 µM 100 and IL1B NFkB pot cell count 2 µM 100.
For CC(NC(=O)CC12CC3CC(CC(C3)C1)C2)C(=O)O (stereo not drawn) the results were MRP reversal 9, PLAP inhibition 12%, IL1B NFkB pot 2, Bcl-B TR3 displacers -8%, NFkB transloc inh -2, MRP reversal cytotoxicity 102, MRP reversal with doxorubicin 92, NFkB transloc inh cell count 2 µM 105 and IL1B NFkB pot cell count 2 µM 105.
